High-throughput results: PubChem BioAssay, several laboratories
XIAP displacement = XIAP antagonists, biochemical, IAP family, fluorescence polarization (AID 1018) | E3 ubiquitin-protein ligase XIAP (Homo sapiens) | XIAP BIR domain, fluorescence polarization peptide displacement; higher % means a stronger effect | displacement, % at 20 µM; hits with a dose series show IC50 in µM | actives 0.007% (n = 200,000); in the data active = displacement above about 50%; also: a part of the inactive calls stands beside numbers as strong as those of hits
human PMI inhibition = inhibitors of human PMI, primary screen, biochemical, fluorescence intensity, coupled assay (AID 1209); Mannose-6-phosphate isomerase (Homo sapiens); actives 0.42% (n = 190,000); purified PMI enzyme, coupled fluorescence intensity; higher % means a stronger effect; one-dose inhibition, % at 20 µM; IC50 in µM for titrated hits;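 also: plate controls were DMSO vehicle for no effect and wells lacking substrate for full effect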
PMI inhibition = human PMI inhibitors, high substrate, primary screen, biochemical, fluorescence intensity, high mannose 6-phosphate (AID 1220) | Mannose-6-phosphate isomerase (Homo sapiens) | recombinant PMI enzyme, coupled fluorescence intensity; higher % means a stronger effect | inhibition, % at 20 µM; hits with a dose series show IC50 in µM | actives 0.66% (n = 190,000)
Siah-1 displacement = Siah-1 peptide-binding antagonists, primary screen, biochemical, fluorescence polarization, rhodamine-plectin, uHTS (AID 1817) | Siah-1 / rhodamine-plectin peptide fluorescence polarization; higher % means a stronger effect | one-dose displacement, % at 20 µM; IC50 in µM for titrated hits | actives 0.02% (n = 290,000);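 active = displacement of at least 50% at 20 µM, with a fluorescence ratio check between 0.3 and a set limit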;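 also: plate controls were Siah plus tracer with DMSO for no effect and tracer alone without Siah for full effect; strong numbers were not always called active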
LYP inhibition = inhibitors of LYP phosphatase, biochemical, fluorescence intensity, uHTS (AID 1779). Tyrosine-protein phosphatase non-receptor type 22 (Homo sapiens). recombinant LYP phosphatase, fluorescence intensity; higher % means a stronger effect. actives 0.054% (n = 290,000). inhibition, % at 11.5 µM, or IC50 in µM where a hit was titrated;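 also: plate controls were vehicle with enzyme for no effect and no enzyme for full effect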
P. falciparum M17LAP = P. falciparum M17LAP inhibitors, primary screen, biochemical, fluorogenic H-Leu-NHMec substrate, 1536-well (AID 1619) | recombinant M17LAP, H-Leu-NHMec fluorogenic kinetic assay; higher % means a stronger effect | inhibition, % at 30 µM, or IC50 in µM where a hit was titrated | actives 0.38% (n = 220,000);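 active = compound inhibiting the enzyme by more than half at any dose during confirmatory dose-response retesting; inconclusive = strong single-dose inhibitors picked by rank but not retested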;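 also: plate controls were full reaction with DMSO carrier for no effect and no enzyme background for full effect; strong numbers were not always called active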
AID2073 = inhibitors of Mint1-CaV2.2 protein interaction, biochemical, HTRF (AID 2073); Voltage-dependent N-type calcium channel subunit alpha-1B (Homo sapiens); HTRF protein-protein interaction, Mint1-CaV2.2; higher % means a stronger effect; inhibition, % at 20 µM, or IC50 in µM where a hit was titrated; actives 0.19% (n = 290,000); in the data active = inhibition mostly above about 51%, no sharp cut-off; inconclusive = no clear call, values can overlap the other calls; inactive = mostly below about 53%; also: some results filed as inactive read as strong as hits
Dynein cargo inh = inhibitors of GR-EGFP nuclear translocation, primary screen, dynein cargo transport inhibitor project, imaging, high-content, 3617.4 mouse cells; test concentration mostly 20 µM; stimulated with dexamethasone, 1 µM; hits give low values; z-score, hits read low; actives 0.47% (n = 220,000);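 active = plate z-score of nuclear minus cytoplasmic receptor signal below a set negative limit, without overly bright fluorescence or cell loss, cut at about -3.5 in these data, passing the limit was not always enough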;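 also: z-score of nuclear minus cytoplasmic ring GR-EGFP intensity difference per well; some compounds called inactive have numbers as strong as hits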
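Buffer or medium: Induction medium lacking tetracycline, stripped serum | Also added: Dexamethasone agonist, 1.0 µM final, for 30 min | Timing: 48 h induction, 1 h compound, 30 min dex at 37 °C | Detection: Formaldehyde fixation, Hoechst nuclear stain, 10x automated fluorescence imaging | Measure: Nuclear versus cytoplasmic GR-EGFP signal, averaged per well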
P. falciparum M1AAP = P. falciparum M1AAP inhibitors, biochemical, fluorogenic H-Leu-NHMec substrate, 1536-well (AID 1445); Aminopeptidase N (Plasmodium falciparum (isolate 3D7)); recombinant M1AAP, H-Leu-NHMec fluorogenic kinetic assay; higher % means a stronger effect; inhibition, % at 30 µM; hits with a dose series show IC50 in µM; actives 0.42% (n = 220,000);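 active = primary inhibition above the hit cutoff, then over 50% inhibition at one or more dose response concentrations, cut at about 23% in these data, passing the limit was not always enough; inconclusive = conflicting primary data, or primary hits not chosen for dose response; inactive = low primary inhibition, or under 50% at every dose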;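 also: plate controls were DMSO full reaction for no effect and no enzyme background for full effect; strong numbers were not always called active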
Dynein cargo inh cytoplasmic EGFP = recorded beside Dynein cargo inh, whose call it bears; z-score; measured here: cytoplasmic GR-EGFP intensity; hits give high values
Dynein cargo inh nuclear GR-EGFP = recorded beside Dynein cargo inh, whose call it bears; z-score; measured here: nuclear GR-EGFP intensity;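 lower value marks the stronger effect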
Dynein cargo inh cell count = further read-out of Dynein cargo inh, marked with its call; z-score; measured here: cell count per field
* marks the source's active call; other numbers are inactive results; ? = inconclusive; nt = no result given. Rule as the data show it, unless noted: active = inhibition above about 50%; inactive = the rest.

SMILES | XIAP displacement | human PMI inhibition | PMI inhibition | Siah-1 displacement | LYP inhibition | P. falciparum M17LAP | AID2073 | Dynein cargo inh | Dynein cargo inh cytoplasmic EGFP | Dynein cargo inh nuclear GR-EGFP | Dynein cargo inh cell count | P. falciparum M1AAP
Cc1ccc(-c2cc(C(F)(F)F)n3ncc(C(=O)NCc4ccco4)c3n2)cc1 | -7.7% | 2% | -1% | 13% | -3% | 6% | ? | -0.76 | -0.18 | -0.23 | -0.25 | 4%
Cc1cc(C)nc(SCC(=O)N/N=C/c2cc(C)n(-c3ccccc3C)c2C)n1 | -3.8% | 5% | 18% | 2% | -5% | 13% | -25% | -0.18 | -0.32 | -0.43 | 0.36 | 4%
Fc1cccc(Cl)c1-c1nnc2ccc3ccccc3n12 | -4.7% | -16% | -19% | 12% | 1% | -6% | 30% | 0.2 | -0.19 | -0.0036 | 0.45 | 1%
CCOc1ccc(CCNC(=O)C2CCN(c3nnc(-n4cccc4)s3)CC2)cc1OCC | -5.4% | 7% | 8% | -1% | -2% | -5% | 3% | -0.087 | -0.2 | -0.054 | 0.49 | 4%
Cn1c(=O)oc2cc(S(=O)(=O)NCc3cccnc3)ccc21 | nt | nt | nt | 3% | -2% | -1% | -4% | 0.1 | -0.13 | 0.49 | 0.66 | 0%
COC(=O)C1CCN(C(=O)C2CCCCC2)CC1 | -4.2% | 9% | 4% | -1% | -12% | -8% | 7% | 0.87 | -0.25 | 0.49 | -0.56 | 0%
Cc1ccc(S(=O)(=O)c2c(N)n(CCCN(C)C)c3nc4ccccc4nc23)cc1 | nt | nt | nt | -2% | -18% | -387% | 7% | 0.46 | -0.27 | 0.19 | 0.34 | 14%
COc1cc(C(=O)Nc2nc3ccc(C)cc3s2)ccc1OCc1c(C)noc1C | -4.6% | 12% | 18% | -6% | -6% | -10% | 20% | -0.2 | -0.21 | -0.13 | 0.39 | -2%
Cc1ccccc1NC(NC(=O)c1cccs1)C(Cl)(Cl)Cl (stereo unspecified) | -6.1% | 14% | 7% | 1% | -5% | -5% | -5% | 0.74 | -0.18 | 0.97 | -0.65 | 2%
CCO[C@H]1OC(C(=O)N2CCN(C)CC2)=C[C@@H](c2ccc(Br)cc2)[C@@H]1CCCO | 3.9% | 5% | 1% | 2% | -4% | -5% | -9% | -0.27 | -0.24 | 0.21 | 0.025 | 4%
Cc1cccc(C(=O)Nc2ccccc2C(=O)NCc2cccnc2)c1 | -3.9% | -1% | 1% | 3% | -7% | -4% | 3% | 1.1 | -0.092 | 1.3 | -2.2 | -2%
Cc1cc(C)nc(SCCC(=O)Nc2ccccc2Cl)n1 | -13% | 7% | 6% | 1% | -9% | 0% | -8% | 1.3 | 0.15 | 0.73 | -0.55 | 1%
Cc1c(NC(=S)Nc2cccc(Cl)c2)c(=O)n(-c2ccccc2)n1C | -3.4% | 31% | 3% | -1% | -7% | -7% | 24% | 0.43 | -0.3 | -0.19 | -0.069 | 2%
COC(=O)Cc1cc(=O)oc2cc(OC)ccc12 | -3.7% | 34% | 25% | -2% | -10% | -103% | 16% | 0.33 | -0.21 | 0.025 | -0.6 | 2%
COc1ccc(S(=O)(=O)N2CCC(O)(c3cccnc3)CC2)cc1OC | -5.0% | -9% | -13% | 3% | -4% | -6% | 8% | -0.86 | 1.1 | -0.45 | 0.67 | -1%
CC(=O)C1=C(O)C(=O)OC1c1ccc(Cl)cc1 (stereo unspecified) | nt | nt | nt | 9% | -1% | 15% | 16% | -0.4 | -0.23 | 0.14 | 0.4 | 6%
CCOc1ccc(-n2cc(C(=O)N3CCN(C)CC3)c3cc(OC)c(OC)cc3c2=O)cc1 | -2.5% | 12% | 18% | 3% | 0% | 4% | 10% | -0.17 | -0.19 | 0.53 | -0.46 | 4%
Cc1cccc(-c2noc(CSc3ccccc3)n2)c1 | -4.5% | -4% | 1% | 3% | -8% | 6% | -7% | 0.022 | -0.15 | -0.62 | -1.4 | 6%
S=c1[nH]nc(-c2ccccc2)n1Cc1ccccc1 | -4.2% | 3% | 0% | 1% | -4% | -12% | -19% | -0.14 | -0.037 | -0.036 | 1.1 | 6%
COC(=O)c1cccnc1NC(=S)NNC(=O)c1ccccc1 | -5.2% | 3% | 4% | -6% | -2% | 18% | -3% | -0.72 | 0.08 | -0.13 | 0.45 | 14%
CCOC(=O)C1=C(CNCc2ccc(F)cc2)NC(=O)NC1c1cccc([N+](=O)[O-])c1 (stereo unspecified) | -3.0% | 3% | 11% | 0% | -3% | 7% | -5% | 1.8 | -0.051 | 1.3 | -1.7 | 1%
Cc1ccc(S(=O)(=O)N(CC#N)CC#N)cc1 | -5.7% | 6% | 5% | 6% | 0% | -1% | 43% | -0.88 | -0.31 | -0.62 | 1.6 | -1%
O=C(Nc1cccc(S(=O)(=O)N2CCOCC2)c1)c1ccc(Cl)c([N+](=O)[O-])c1 | -6.2% | 6% | 6% | -11% | -9% | -6% | -13% | 3.2 | 0.053 | 2.9 | -2.9 | -1%
Cc1cccc(N2CCN(CC(=O)Nc3nccs3)CC2)c1C | -5.5% | 10% | 11% | 1% | -8% | 1% | -6% | -0.49 | -0.4 | -0.18 | 0.42 | -5%
NC(=O)C1CCN(C(=O)C2CCN(S(=O)(=O)c3ccccc3)CC2)CC1 | -4.7% | -6% | 5% | -3% | 3% | 6% | 0% | -0.49 | -0.24 | -0.088 | 0.65 | 2%
(next part)
SMILES | XIAP displacement | human PMI inhibition | PMI inhibition | Siah-1 displacement | LYP inhibition | P. falciparum M17LAP | AID2073 | Dynein cargo inh | Dynein cargo inh cytoplasmic EGFP | Dynein cargo inh nuclear GR-EGFP | Dynein cargo inh cell count | P. falciparum M1AAP
COc1ccc(/C=C/C(=O)Nc2ccccc2C(F)(F)F)cc1OC | -6.6% | -4% | -4% | 1% | -5% | 3% | 3% | -0.38 | -0.22 | -0.32 | 0.64 | 2%
CCCCCN=CC1=C(O)CC(c2ccccc2)CC1=O (stereo unspecified) | -5.1% | -3% | 4% | -2% | 4% | 3% | 0% | -0.54 | -0.27 | -0.11 | -0.0049 | 1%
CCCCCCSc1nsc(NC(C)=O)n1 | -5.3% | -1% | -1% | -6% | -4% | -10% | 2% | 0.46 | -0.36 | 0.36 | -0.013 | 0%
COCC(=O)Nc1ccc(F)cc1 | -7.8% | -8% | 1% | 3% | -2% | 2% | -1% | 0.27 | -0.39 | 0.057 | 0.63 | 5%
CCn1c(=O)cc(OCC(=O)Nc2ccc(OC)c(OC)c2)c2ccccc21 | -6.2% | 6% | 9% | 5% | -5% | -1% | -6% | -0.84 | -0.24 | -0.35 | 0.35 | 2%
COC(=O)c1c(NC(=O)COc2ncnc3ccccc23)sc(C)c1C | -12% | 7% | 7% | 2% | 6% | 8% | 4% | -0.59 | -0.28 | -0.36 | 0.33 | 20%
CCS(=O)(=O)N1CCN(c2ccc([N+](=O)[O-])c(NC(C)c3ccccc3)c2)CC1 (stereo unspecified) | -2.6% | 20% | 32% | 2% | 3% | 4% | 26% | 0.35 | -0.15 | -0.097 | 0.39 | -2%
O=C(CC(=O)c1ccccc1)Nc1cccnc1Cl | 0.8% | 5% | 8% | -5% | -1% | -7% | 3% | -0.083 | -0.26 | -0.27 | -0.42 | 1%
Cc1ccc(-n2c(-c3ccccc3)c[n+]3c2CCc2ccccc2-3)c(C)c1 | -4.9% | -6% | -9% | 1% | -9% | 9% | -13% | 0.0082 | -0.28 | 0.17 | -0.074 | 14%
Nc1c(C(=O)NC2CC2)c2nc3ccccc3nc2n1-c1ccc2c(c1)OCO2 | -2.4% | 11% | 47% | -4% | 4% | -4% | 28% | -0.44 | -0.2 | -0.32 | 0.2 | 7%
O=C(NC(=S)NCCc1ccccn1)c1ccccc1 | -3.5% | -3% | -5% | -5% | -7% | 20% | -8% | -1 | -0.32 | -0.38 | 0.91 | 7%
O=C(NCCSc1ccccn1)c1ccc(Cl)cc1Cl | -0.1% | -3% | 0% | 7% | -8% | 8% | 0% | 1.5 | -0.066 | 0.62 | -0.67 | 6%
Fc1ccccc1Cc1noc(CN2CCC(OCc3cccnc3)CC2)n1 | -4.4% | -6% | 3% | 2% | -3% | -2% | 8% | 0.49 | -0.24 | 0.54 | -0.25 | 1%
CC(C)(C)NC(=O)c1cccc(NC(=O)c2ccc(NC(=O)c3ccco3)cc2)c1 | 2.3% | 17% | 14% | -4% | 0% | -2% | 4% | -0.87 | -0.23 | -0.54 | 1 | 3%
CCn1ccnc1C(O)c1cccc(OC)c1 (stereo unspecified) | -3.3% | 1% | 0% | 0% | -9% | -3% | -3% | -0.55 | -0.21 | -0.025 | 0.14 | 7%
O=C(NCc1cccnc1)c1cc([N+](=O)[O-])ccc1N1CCOCC1 | -2.9% | -7% | -4% | 1% | 2% | 5% | -8% | -0.64 | -0.26 | -0.18 | 0.74 | 4%
Cc1cc2c(cc1C)NC1(C(=O)Nc3ccccc31)C1=C(CC(C)(C)CC1=O)N2 (stereo unspecified) | -8.1% | 16% | 12% | 0% | 7% | 10% | 0% | 1.6 | -0.0011 | 0.74 | -0.13 | 6%
COc1ccc(N2CCN(C(=O)CN3C(=O)C4CC=CCC4C3=O)CC2)cc1 (stereo unspecified) | -1.9% | 9% | 4% | -4% | 4% | 12% | -9% | 0.39 | -0.2 | 0.57 | 1.1 | 0%

A few values from the results shown:
For PMI inhibition, CC(C)(C)NC(=O)c1cccc(NC(=O)c2ccc(NC(=O)c3ccco3)cc2)c1 shows 14%
For Dynein cargo inh cell count, O=C(CC(=O)c1ccccc1)Nc1cccnc1Cl shows -0.42
For LYP inhibition, CCn1ccnc1C(O)c1cccc(OC)c1 (stereo unspecified) shows -9%
